# SMARCA2 activ: activators of SMARCA2 function. activation, % at 9.1 µM. AID 652017. MG213 cells, MMTV-luciferase reporter, dexamethasone, overnight. 370,000 tested, 1% active; in the data active = activation above about 7.8%;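 note: 0% = vehicle wells and 100% = reference activator wells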
# hgDAF-12 ag: activates the H. glycines DAF-12 receptor ligand-binding domain; HEK293 GAL4-hgDAF12 UAS-luciferase reporter, agonist luminescence; normalized to butyrate control; 370,000 tested, 1.8% active; activation, % at 6.8 µM;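 active = activation above a cutoff set at the mean of all screened compounds plus 3 SD, cut at about 10% in these data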;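 note: 0% = DMSO wells and 100% = sodium butyrate wells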
# DAX1 inh-1: inhibitors of human orphan nuclear receptor DAX1 (NR0B1) | P51843 | HEK293 Gal4-DAX1 luciferase reporter, luminescence | 340,000 tested, 0.99% active | inhibition, % at 6.75 µM | AID 504766;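 active = inhibition above the mean over all tested compounds plus 3 SD, cut at about 4.2% in these data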;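 note: 0% = DAX1-transfected cells with DMSO and 100% = empty-vector control cells with DMSO; inhibition shows as a rise in luminescence from relieved DAX1 repression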
# Target sequence (P51843 207-470 limits assumed): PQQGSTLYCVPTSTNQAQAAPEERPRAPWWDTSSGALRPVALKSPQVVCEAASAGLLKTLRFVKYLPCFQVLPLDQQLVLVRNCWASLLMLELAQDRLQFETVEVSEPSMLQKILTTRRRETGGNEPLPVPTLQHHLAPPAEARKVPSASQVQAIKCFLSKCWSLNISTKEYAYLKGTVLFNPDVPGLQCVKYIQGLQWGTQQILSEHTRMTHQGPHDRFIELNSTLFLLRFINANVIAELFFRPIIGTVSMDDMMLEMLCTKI
# ADAM10 inh: ADAM10 inhibition, QFRET primary screen; O14672; recombinant ADAM10, EDANS/DABCYL FRET peptide cleavage, 3 h; inhibition, % at 7 µM; 370,000 tested, 0.62% active; AID 720582;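 active = inhibition above a per-campaign cutoff equal to the mean of compounds falling between control-based bounds plus 3 SD, cut at about 20% in these data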;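 note: 0% = DMSO wells while the 100% control is not disclosed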
# Target sequence (O14672 214-748 limits assumed): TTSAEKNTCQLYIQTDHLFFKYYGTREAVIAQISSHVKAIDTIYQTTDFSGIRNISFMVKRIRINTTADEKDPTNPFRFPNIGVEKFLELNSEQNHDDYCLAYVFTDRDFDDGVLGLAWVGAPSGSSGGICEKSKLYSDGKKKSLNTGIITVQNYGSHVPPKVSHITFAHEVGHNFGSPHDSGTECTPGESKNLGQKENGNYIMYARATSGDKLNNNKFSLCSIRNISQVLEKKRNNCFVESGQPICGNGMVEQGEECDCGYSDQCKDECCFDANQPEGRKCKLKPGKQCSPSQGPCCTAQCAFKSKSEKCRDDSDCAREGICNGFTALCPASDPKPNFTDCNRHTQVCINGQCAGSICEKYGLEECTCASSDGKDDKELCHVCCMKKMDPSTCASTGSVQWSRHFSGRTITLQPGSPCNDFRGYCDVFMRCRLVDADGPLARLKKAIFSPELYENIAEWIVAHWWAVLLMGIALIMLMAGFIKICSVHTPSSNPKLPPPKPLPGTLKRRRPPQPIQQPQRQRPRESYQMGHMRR
# GAA850 FXN act: activators of GAA850 frataxin (FXN) promoter | HEK293 lucGAA850 FXN promoter luciferase reporter, 24 h; percent of 10 µM SAHA response | activation, % at 6 µM | 360,000 tested, 0.56% active | AID 540364;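 active = activation above the average of all compounds screened plus 3 SD, cutoff fixed separately per campaign, cut at about 7.5% in these data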;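 note: 0% = DMSO wells and 100% = 10 µM SAHA wells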
# hcDAF-12 act: activators of H. contortus DAF-12 nuclear receptor; HEK293 hcDAF-12 lit1-tk-luc reporter, luminescence; 0% DMSO, 100% Δ7-dafachronic acid; activation, % at 6.8 µM; 370,000 tested, 1.4% active;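 active = activation above the mean of all tested compounds plus 3 SD, cut at about 5.5% in these data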;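 note: 100% = response to 3 µM Δ7-dafachronic acid high control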
# PG9 Ab binder: small molecules binding HIV-1 gp120 antibody PG9. TR-FRET gp120-PG9 antibody binding. inhibition, % at 6.7 µM. 360,000 tested, 0.43% active. AID 624416; in the data active = inhibition above about 8.5%
# NPR1 activator: GC-A (human) enzyme activation. P16066. activation, % at 10 µM. 370,000 tested, 0.14% active. HEK293 GC-A cells, cGMP TR-FRET, EC30 ANP; 0% at EC30 ANP, 100% saturating ANP; in the data active = activation above about 40%
# DAX1 inh-2: blocks DAX1 repression of SF-1 activated StAR promoter; HEK293T StAR-luciferase reporter, SF-1/DAX-1 repression relief; inhibition, % at 6.8 µM; 370,000 tested, 1.1% active; AID 652010;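 active = inhibition above the mean over all tested compounds plus 3 SD, cut at about 3.6% in these data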;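 note: 0% = DAX-1 cells with DMSO and 100% = cells lacking DAX-1 with DMSO; higher inhibition means more luminescence from relief of DAX-1 repression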
# ADAM17 inh: ADAM17 inhibition, QFRET primary screen. recombinant ADAM17, EDANS/DABCYL FRET peptide cleavage. inhibition, % at 6.95 µM. 370,000 tested, 0.83% active;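 active = inhibition above the mean of compounds lying between control limits plus 3 SD, set per campaign, cut at about 8.5% in these data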;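 note: 0% = DMSO-only wells as the low control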
# ssDAF-12 act: activators of S. stercoralis DAF-12 nuclear receptor; HEK293 ssDAF-12/GRIP1 lit1-tk-luc reporter, luminescence; % of 3 µM dafachronic acid response; activation, % at 6.8 µM; 370,000 tested, 1% active;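 active = activation above the mean over all tested compounds plus 3 SD, cut at about 0.9% in these data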;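 note: 0% = DMSO-only wells and 100% = 3 µM delta7-dafachronic acid wells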
# Numbers without * were called inactive; i = inactive; · = no result given.
mol,ADAM10 inh,DAX1 inh-1,ADAM17 inh,PG9 Ab binder,ssDAF-12 act,hcDAF-12 act,GAA850 FXN act,DAX1 inh-2,hgDAF-12 ag,NPR1 activator,SMARCA2 activ
COc1ccc(CCn2c(=O)[nH]c3cc(C(=O)NCCCN4CCOCC4)ccc3c2=O)cc1OC,3.3,0.4,-1.7,-2.1,-1.2,-1.4,1.7,-0.5,0.2,-0.1,-5.1
CCCN(C(=O)c1cc(S(=O)(=O)N2CCN(CC)CC2)ccc1Cl)C1CCS(=O)(=O)C1 (stereo not given),-19.2,0.8,-4.4,0.0,-1.5,-0.5,-3.0,-0.4,0.8,-3.0,-0.2
CCN(CCn1cccn1)C(=O)CCc1nnc(-c2ccccc2)o1,0.8,-0.6,-6.2,-2.0,-0.5,1.0,2.8,0.6,7.9,0.8,-1.4
CS(=O)(=O)N(CC(=O)Nc1ccc(F)c(F)c1)c1cccc([N+](=O)[O-])c1,-16.3,-0.2,1.7,-0.9,-1.8,-3.0,1.6,0.0,-1.9,-2.1,1.3
Cc1cc(C)c(C#N)c(Sc2ccccc2N)n1,-115.5,1.0,-23.8,-1.6,0.8,4.3,1.6,0.5,1.5,-1.1,-3.1
CN(C(=O)CSc1nc2c(c(=O)[nH]1)CCCC2)C1CCCCC1,-0.8,-0.1,1.6,0.4,-2.3,0.5,0.8,1.6,-1.5,-2.7,-3.9
Cc1ccccc1NC(=O)C1CCCN(S(=O)(=O)c2ccc(-n3cnnn3)cc2)C1 (stereo not given),2.0,-1.0,0.7,1.1,-1.1,0.2,0.8,0.1,2.0,-0.5,-0.3
CC(=O)c1cccc(OCC(=O)Nc2cccc(C(=O)Nc3c(C)n(C)n(-c4ccccc4)c3=O)c2)c1,-6.2,0.5,-1.2,-1.9,-1.6,-1.4,2.7,0.2,1.0,-1.6,-2.3
CN(CCc1cn[nH]c1)C(=O)C1CCC(=O)N(CC2CCCCC2)C1 (stereo not given),-8.6,-0.4,-5.9,-1.2,-0.6,0.4,3.0,2.1,0.1,2.0,-2.5
Cc1cc(C(=O)NCc2cc(C(=O)O)co2)co1,2.8,2.1,-4.1,-1.4,-1.4,0.0,-0.9,0.7,4.2,2.7,1.0
N#C/C(=N\Nc1ccccc1F)c1nc(-c2ccccc2)cs1,0.2,1.3,-6.0,1.3,-1.4,0.7,1.2,-0.3,-2.6,4.3,-1.5
CCOc1ccccc1-n1c(SCC(N)=O)nnc1-c1ccc(O)cc1,-4.0,1.9,1.2,-1.8,-0.9,0.6,0.0,-0.2,-1.0,5.0,-0.1
C[C@H]1CN([C@@H](C)CO)C(=O)CCCn2nncc2CO[C@@H]1CN(C)Cc1ccc2c(c1)OCO2,-2.2,-0.1,0.9,0.8,-0.3,-0.4,-0.2,-0.5,2.3,1.5,2.7
Cc1cccc(Nc2nc(N)c([N+](=O)[O-])c(NCc3ccco3)n2)c1,31.0*,-1.5,16.3*,-1.7,-2.5,-3.4,5.9,-0.9,1.1,20.0,-2.4
Cc1c(C)n2c(SCC(=O)NCc3ccc4c(c3)OCO4)nnc2[nH]c1=O,-3.5,-0.9,2.4,-0.5,-1.1,-0.7,-2.3,0.5,0.6,3.6,-0.8
CCCc1cc(-c2n[nH]c(=S)n2C(C)c2ccccc2)cs1 (stereo not given),1.2,1.9,0.1,-0.4,-1.9,-1.6,0.8,-0.2,0.3,1.1,-3.3
CNC(=S)N/N=C/c1ccc(OCc2ccccc2)c(Br)c1,-17.0,-1.1,-1.4,0.4,-1.5,-0.9,-2.8,0.1,0.2,3.8,1.2
CN(C)S(=O)(=O)c1cccc(NC(=O)COc2ccc(C(=O)c3ccccc3)cc2)c1,4.2,-2.4,1.7,-0.5,-1.6,-2.7,-1.6,-0.9,-0.2,2.6,-5.0
CCC(C)Nc1nc(C)nc2c1oc1ccccc12 (stereo not given),-15.3,-3.2,-7.7,0.8,-0.8,1.2,-0.2,-1.2,-2.8,4.4,-0.4
COc1ccc(C(=O)OCCN2CCN(C3CN(Cc4cn(Cc5cccc(F)c5)nn4)S(=O)(=O)C3)CC2)cc1OC (stereo not given),-0.1,·,-1.0,·,-1.9,-3.4,·,-2.0,0.7,4.2,-1.6
COCCn1c(SCc2cc(=O)n3ccsc3n2)nnc1-c1ccncc1,-1.7,1.6,-4.5,-0.2,-1.4,-0.8,0.0,0.0,-1.6,-1.4,0.4
CC(C)(C)N1C(=O)c2ccccc2NC(=O)N1Cc1ccc(Br)cc1,-3.0,0.1,0.4,0.7,-1.0,3.8,-0.7,-0.1,0.9,-15.7,-4.4
Cc1cccc(-n2ncc(Cl)c(Cl)c2=O)c1,6.5,0.1,-0.7,-0.8,-0.9,-0.1,7.0,-1.8,-2.0,40.6*,-10.2
COc1ccc(-c2[nH]c(-c3ccc(Cl)cc3)nc2SCC(=O)Nc2nccs2)cc1,-6.2,0.9,-1.8,0.7,-0.7,1.0,18.6*,0.9,-1.0,-11.0,-3.8
COc1ccccc1NC(=O)Cn1nnc(C(=O)NCCc2ccccc2)c1N,4.9,-1.2,-0.1,-2.2,-2.0,-2.3,1.6,-0.3,-4.2,-0.2,-4.3
CC(=O)N(c1cccc(Br)c1)C1C=CS(=O)(=O)C1 (stereo not given),5.9,-0.2,0.3,-1.4,-0.7,-2.1,3.5,0.8,-1.9,5.3,0.4
CSc1nncc(=O)[nH]1,5.2,-1.0,-4.2,-1.7,-1.0,-0.4,-0.8,-0.4,0.9,2.5,-0.6
Cc1cccc(Cc2nnc(CCC(=O)NCc3ccncc3C)o2)c1,1.2,0.3,-1.1,-0.3,-1.5,-0.2,0.5,0.5,3.3,0.6,-2.4
Cc1cc(Oc2ccc([N+](=O)[O-])cc2)nc(N2CCOCC2)n1,-3.5,0.6,0.1,-1.7,-1.2,0.2,-1.7,0.2,-1.7,0.0,-5.7
C=CCn1c(C)cc(C(=O)COc2nncc3ccccc23)c1C,-11.1,0.7,-4.0,2.0,0.1,0.6,3.8,1.5,13.1*,4.0,-1.8

# The list goes on, starting with the last two of the part before.
mol,ADAM10 inh,DAX1 inh-1,ADAM17 inh,PG9 Ab binder,ssDAF-12 act,hcDAF-12 act,GAA850 FXN act,DAX1 inh-2,hgDAF-12 ag,NPR1 activator,SMARCA2 activ
Cc1cc(Oc2ccc([N+](=O)[O-])cc2)nc(N2CCOCC2)n1,-3.5,0.6,0.1,-1.7,-1.2,0.2,-1.7,0.2,-1.7,0.0,-5.7
C=CCn1c(C)cc(C(=O)COc2nncc3ccccc23)c1C,-11.1,0.7,-4.0,2.0,0.1,0.6,3.8,1.5,13.1*,4.0,-1.8
Fc1ccccc1COc1cccc(/C=N/n2cnnc2)c1,-19.0,-0.1,-6.4,-0.6,-0.8,-1.6,0.2,-1.3,0.2,7.7,-1.4
CC(=O)N/N=C(\C)CC(=O)Nc1ccc2c(c1)OCCO2,-1.9,0.2,-2.8,-1.8,-1.4,-0.4,-0.6,-0.6,0.4,1.9,3.2
OCC#Cc1cnc2ccccc2c1,-6.2,-0.8,-0.1,0.4,-1.0,-1.9,3.7,-0.1,1.2,3.2,1.3
COc1ccc(CNCC(=O)Nc2cccc(S(N)(=O)=O)c2)cc1,-4.2,-0.9,-4.8,-0.1,-1.9,-0.4,2.2,-0.7,0.0,-3.4,-4.6
O=C(CN1CCCCC1)Nc1cccc(-n2cnnn2)c1,-1.4,1.5,0.3,-0.8,-0.9,-1.2,-0.5,-0.6,-1.1,-1.8,2.5
COCCOC(=O)C1=C(C)NC2=C(C(=O)CCC2)C1c1ccc(N(C)C)cc1 (stereo not given),-28.0,-1.0,-8.4,-2.0,-1.9,-2.5,1.0,-0.4,-1.6,-6.3,-1.5
CC(O)(CS(=O)(=O)Cc1ccccc1)C(=O)Nc1ccc(C(F)(F)F)cc1 (stereo not given),-4.4,-0.5,-1.7,0.4,-2.0,-2.9,0.8,-1.4,-2.2,-0.4,-1.9
COc1cccc(-c2cc3nc(-c4ccccc4)cc(N4CCC5(CC4)OCCO5)n3n2)c1,i,-0.7,-187.7,0.3,-2.0,-0.5,-0.8,-1.1,-0.7,8.1,-2.1
Cc1ccc2nc(-c3ccc(F)cc3)c(Cc3ccsc3)n2c1,-33.7,·,-11.7,0.9,0.5,1.8,·,1.6,10.4*,1.3,4.1
CCOC(=O)c1sc(N2C(=O)C(O)=C(C(=O)c3ccco3)C2c2ccco2)nc1C (stereo not given),-1.9,0.4,-0.6,0.1,-1.1,-1.1,0.8,-0.1,0.2,-0.1,0.3
O=C(NCCc1cccs1)c1ccc(Cl)cc1,-0.7,-1.9,-3.1,-0.3,0.6,7.6*,2.0,3.0,10.9*,-4.7,0.0
O=C(C1CC(=O)N(c2ccc(Cl)cc2)C1)N1CCN(Cc2ccc3c(c2)OCO3)CC1 (stereo not given),-6.1,-0.6,0.9,-0.9,-1.5,-1.7,0.1,-0.3,-1.3,3.9,-3.5
CCC(C)(C)NC(=O)C(c1cccc(OC)c1OC)N(CCOC)C(=O)CCC(=O)Nc1cc(C)on1 (stereo not given),-4.0,-0.6,-4.2,1.5,-0.8,-0.5,0.7,-0.4,0.1,2.1,-1.6
C=CCn1c(SCC(=O)Nc2ccccc2OC)nnc1-c1ccccn1,-2.6,-0.3,-5.8,0.7,-1.5,-2.7,1.3,-0.7,0.5,-11.3,-1.8
CCc1ccc2c(c1)c(N=NC1=NC(=O)CS1)c(O)n2C,1.2,0.7,0.3,-3.5,-1.0,-0.6,1.7,0.2,0.0,7.8,-2.8
NC(=O)c1cccn(Cc2ccc(C(F)(F)F)cc2)c1=O,-146.6,·,-50.2,0.1,-1.4,-0.5,2.7,0.1,-2.8,-2.7,-0.5
O=C(CSc1ncn[nH]1)Nc1cccc2ccccc12,7.8,1.6,-5.0,0.3,-1.0,-0.8,0.8,-0.6,-0.1,1.3,2.2
CCOC(=O)/C(C#N)=N\Nc1cc(Cl)ccc1OC,-3.6,3.1,-0.9,0.1,-0.9,0.1,0.1,-0.8,4.2,2.6,-2.6
CCn1c(-c2cc(Br)ccc2O)n[nH]c1=S,-10.3,-0.4,-2.9,0.1,-1.2,0.4,1.0,0.0,-1.0,0.8,-2.8
Cc1ccc(S(=O)(=O)NC(=O)N2CCCC2)cc1,-1.1,-0.6,2.9,-0.8,-0.8,0.4,-1.9,0.4,0.8,1.4,-2.5
COc1ccc(S(=O)(=O)NC(N)=NCCc2ccccc2OC)cc1,-5.2,-1.9,2.9,-0.7,-1.6,-2.7,3.7,-0.2,-2.5,-6.5,-1.7
c1ccc(OCCCc2nc(-c3ccncc3)no2)cc1,-2.2,1.2,5.1,-1.4,-1.1,-1.4,1.9,-0.3,-0.5,-1.8,1.1
N#CCc1nc2ccccc2c(=O)[nH]1,-9.3,2.4,-5.9,-2.7,-1.2,-0.3,4.0,-0.4,-4.8,-2.7,6.0
NC(=O)c1cc([N+](=O)[O-])ccc1NCc1cccc2ccccc12,-10.8,1.0,-1.0,-1.0,-1.5,-1.6,2.5,0.1,-2.3,4.7,2.0

# Screening data: PubChem BioAssay, several laboratories
